# Screening data as filed in PubChem BioAssay.
# ALOX15B inhib – inhibitors of human 15-lipoxygenase 2 (ALOX15B) | O15296 | purified 15hLO-2, xylenol orange hydroperoxide absorbance | Potency, µM (series often up to 57.1 µM), for the others: top-dose activity change, negative = inhibition, most hits filed as inhibitors | 110,000 compounds, 0.56% hits; also: potency is read from the fitted curve at half-maximal effect; nearly all actives have a fitted effect of over 60% in size; many of its hits are not listed in these tables
# Target sequence (O15296 whole entry, looked up): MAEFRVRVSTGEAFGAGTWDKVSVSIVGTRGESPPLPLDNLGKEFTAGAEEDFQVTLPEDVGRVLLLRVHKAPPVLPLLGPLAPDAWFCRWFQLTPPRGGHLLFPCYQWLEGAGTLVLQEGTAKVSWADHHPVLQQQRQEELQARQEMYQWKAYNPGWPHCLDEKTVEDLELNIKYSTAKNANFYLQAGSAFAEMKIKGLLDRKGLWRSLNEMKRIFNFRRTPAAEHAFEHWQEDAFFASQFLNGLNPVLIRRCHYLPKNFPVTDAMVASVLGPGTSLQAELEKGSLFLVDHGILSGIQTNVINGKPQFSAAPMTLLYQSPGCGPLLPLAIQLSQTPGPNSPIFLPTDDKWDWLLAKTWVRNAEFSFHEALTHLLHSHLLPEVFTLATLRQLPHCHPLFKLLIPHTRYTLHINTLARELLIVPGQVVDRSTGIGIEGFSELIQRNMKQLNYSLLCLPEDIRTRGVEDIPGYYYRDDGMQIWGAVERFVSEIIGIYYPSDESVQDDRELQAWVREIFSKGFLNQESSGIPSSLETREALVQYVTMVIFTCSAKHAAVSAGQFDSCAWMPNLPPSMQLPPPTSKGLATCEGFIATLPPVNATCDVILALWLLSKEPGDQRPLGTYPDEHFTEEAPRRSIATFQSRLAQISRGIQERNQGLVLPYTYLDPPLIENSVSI
#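 Purified human 15hLO-2 (50 nM final) preincubated with compounds 15 min at room temperature in 25 mM Hepes pH 7.5, 0.01% Triton X-100, then 45 uM arachidonic acid added for 90 min; hydroperoxide detected via ferrous/xylenol orange, 573/405 nm absorbance ratio.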
# PNC inhibitor – blocks assembly of the perinucleolar compartment | PC3M PTB-GFP, PNC prevalence imaging, 16 h; stronger effect = lower value | activity change (PNC), negative = inhibition, % at 10 µM | 140,000 compounds, 3.1% hits;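 active = readout at or below -70, meaning at least 70% loss of cells showing the perinucleolar compartment, a nuclear body marking cancer cells; inconclusive = readout between -30 and a set limit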;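 also: plate controls were DMSO wells for no effect and camptothecin positive control wells for full effect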
#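 PC3M cells stably expressing PTB-GFP, 750–1000 cells/well, treated 16 h at 37 °C with compound (23 nl of library stock), in duplicate. After paraformaldehyde fixation and Hoechst stain, imaged at 20x; PNC prevalence scored by image analysis.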
# IMPase cell inh – cell-permeable inhibitors of inositol monophosphatase (IMPase). CHO-M1 cells, IP1 accumulation, HTRF TR-FRET ratio. inhibition (IP1 accumulation), % at 46.1 µM. 120,000 tested, under 10 active; active = well fitted curve in the direction sought with a large enough effect in the signal ratio, not every such curve was filed as active; inconclusive = small, poorly fitted or top-dose-only effect, or a change in a side signal; inactive = no such curve, though single readings can be large or run the other way; the % refers to the signal ratio;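 also: cells stimulated with carbachol in lithium chloride buffer; plate controls were DMSO basal wells for no effect and reference inhibitor wells for full effect; higher means more IMPase inhibition seen as more IP1 and lower FRET ratio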
# Target sequence (P97697 whole entry, looked up): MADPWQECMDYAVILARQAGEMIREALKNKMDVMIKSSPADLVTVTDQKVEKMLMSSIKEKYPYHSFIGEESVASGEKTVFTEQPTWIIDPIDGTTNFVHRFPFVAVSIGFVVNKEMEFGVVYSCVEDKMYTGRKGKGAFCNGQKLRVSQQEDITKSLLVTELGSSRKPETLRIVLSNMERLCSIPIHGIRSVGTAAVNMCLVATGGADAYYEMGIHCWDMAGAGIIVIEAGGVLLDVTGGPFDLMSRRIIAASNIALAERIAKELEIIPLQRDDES
#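 Elevated IP1 in lysates lowers TR-FRET signal (665/620 ratio and 620 channel reported). Cells were CHO-M1, given carbachol (50 uM as added) plus 50mM LiCl, pH 7.4, 30 min, 37C; compounds titrated up to 46 uM; AC50 by Hill equation.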
# ALOX12 inhib – inhibitors of human 12-lipoxygenase (ALOX12); Potency, µM (top dose mostly 57.1 µM), for inactives: top-dose activity change, negative = inhibition, most hits filed as inhibitors; purified 12-hLO, xylenol orange hydroperoxide absorbance; 150,000 compounds, 0.12% hits; P18054; also: potency is read from the fitted curve at half-maximal effect; nearly all actives have a fitted effect of over 55% in size; many of its hits are not listed in these tables
#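 150 nM 12hLO, 25 mM Hepes pH 7.0 + 0.01% Triton X-100; cpd preinc 15 min RT; 40 uM arachidonic acid, 30 min RT; Fe-XO 30 min; A573/A405 ratio as read-out.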
# * hit, by the source's call; ? = inconclusive; . = not tested or not shown; [ ] = dose if it differs, or a comment. Unless noted, calls follow the shape of the dose curve; as a rule, active = well fitted curve in the direction sought with a large enough effect; inconclusive = small, poorly fitted or top-dose-only effect, or another doubt; inactive = no such curve, though single readings can be large; an effect the other way counts as inactive or inconclusive. Unless noted, % is scaled to controls: 0 for no effect and ±100 for the full control effect. Rows are unselected; any-hit rate near 3.1%.
SMILES | PNC inhibitor | ALOX12 inhib | IMPase cell inh | ALOX15B inhib
Cc1ccc(C)c(NC(=O)CCC(=O)NNC(=O)c2cccs2)c1 | 31 | -4% | . | .
C=Cc1cccc(NC(=O)COc2ccccc2)c1 | ? | -3% | 1 | 5%[2.29 µM]
Cc1ccc2cccc(S(=O)(=O)N3CCN(c4ccccc4F)CC3)c2n1 | 14 | -2% | -1 | .
CC(c1ccco1)N(Cc1ccco1)C(=O)Nc1ccccc1 (stereo not drawn) | 12 | 6% | 6 | 2%
CCOc1cc(CNCc2ccccn2)ccc1OCC(=O)NC(C)(C)C | -21 | 1% | -7 | .
CN(CC(=O)Nc1ccc(C#N)cc1)Cc1ccc(Cl)cc1Cl | 49 | -4% | 8 | -3%
C/C(CC(=O)Nc1cccc(Cl)c1C)=N\NC(=O)C(=O)NCC(C)C | -14 | 3% | . | .
CC(NC(=O)NC12CC3CC(CC(C3)C1)C2)C1CCCO1 (stereo not drawn) | 326 | 1% | -8 | .
COc1ccc(-c2cc3nc(C)cc(N4CC(C)CC(C)C4)n3n2)cc1 (stereo not drawn) | 169 | -1% | 0 | .
CSc1nnc(C)c(=O)n1COC(=O)COc1ccc2ccccc2c1 | 3 | -5% | 10 | .
COc1ccccc1CNC(=O)CCS(=O)(=O)c1ccc2c(c1)CCCN2C(C)=O | -25 | -6% | ? | 1%
Cc1ccc(S(=O)(=O)CC(O)CN2CCCC2=O)cc1 (stereo not drawn) | ? | -1% | ? | -13%
COc1nc(OCCNC(=O)Nc2ccccc2)nc(N(C)C)n1 | ? | -7% | 1 | 3%
CN1CCN(CCOc2ccc(Cl)c(Cl)c2)CC1 | ? | -1% | . | .
Cc1nc2ccc(S(=O)(=O)NC(CC(C)C)C(=O)O)cc2s1 (stereo not drawn) | ? | -3% | -2 | -12%
C=CCn1c(CNC(=O)c2ccco2)nnc1SCC(=O)Nc1cccc(Br)c1 | 15 | 3% | -3 | -2%
O=C(Cn1nnc(-c2ccccc2)n1)NCc1ccco1 | 11 | 0% | 8 | -2%
O=c1c2ccccc2cnn1Cc1n[nH]c(=S)n1-c1ccccc1Cl | -17 | -2% | . | .
CCOC(=O)C=Nc1c(N)n(C)c(=O)n(C)c1=O | ? | -12% | . | .
CCOC(=O)C(CCCCCOc1ccc([N+](=O)[O-])cc1)C(=O)OCC | 20 | -3% | 6 | -2%
Fc1cccc(CSc2ncnc3c2oc2ccccc23)c1 | ? | 0% | ? | 7%
Cc1ccc(S(=O)(=O)N(C)c2c(C)ccc(S(=O)(=O)Nc3ccncc3)c2C)cc1 | 19 | 1% | . | .
Cc1ccc(C(=O)C(NC(=O)c2ccco2)Nc2sc3c(c2C(N)=O)CCCC3)cc1 (stereo not drawn) | -3 | ? | 18 | .
CC(=O)Nc1nc2ccccc2n1CCOc1ccccc1Cl | 15 | 4% | 9 | 15%
O=c1cc(NCCCO)c2ccccc2o1 | 7 | 5% | -3 | -1%
O=C(CSCc1ccc([N+](=O)[O-])cc1)Nc1cccc(C(=O)Nc2ccccc2C(=O)O)c1 | 0 | -6% | 0 | -16%
COc1cccc(NC(=O)N2CCN(c3cccc(C)c3)C(C)C2)c1 (stereo not drawn) | 33 | -2% | 5 | 2%
CCOC(=O)C(C)n1nc(/C=C/c2ccccc2)ccc1=O (stereo not drawn) | 16 | 2% | 6 | 6%
O=C(NCc1ccccc1Cl)c1cccc(NC(=O)c2ccccc2)c1 | ? | -6% | -9 | .
COc1ccc(F)cc1S(=O)(=O)Nc1ccc2c(c1)OCO2 | ? | 0% | -2 | -4%

# Continuation.
SMILES | PNC inhibitor | ALOX12 inhib | IMPase cell inh | ALOX15B inhib
C=CCNC(=S)NNC(=O)c1ccc(OCC(C)C)cc1 | -12 | 1% | 0 | -14%
Cc1cc(-c2nnc3n2N=C(C(C)(C)C)CS3)n[nH]1 | 28 | 4% | -2 | 8%
O=C(c1ccc(Br)s1)N1CCN(c2ncccn2)CC1 | ? | -4% | 1 | -3%
COc1ccccc1/C=N/NC(=O)c1ccc(NC(=O)c2ccccc2Br)cc1 | 52 | -3% | . | .
CC1=CCC2C(=O)N(c3ccc(C)c(Br)c3)C(=O)C2C1 (stereo not drawn) | -2 | -1% | 11 | -4%
CCOc1nnc(C)c2c(C)n(-c3cccc(OC)c3)nc12 | -106* | 1% | -1 | -9%
Cn1c(=O)c2c(ncn2CC(O)CO)n(C)c1=O (stereo not drawn) | -11 | -4% | . | 0%
O=C(CCN1C(=O)CSC1=O)Nc1ccccc1 | -14 | 3% | -18 | -1%
O=C(CN1CCOCC1)Nc1ncc(Cc2cccc(Cl)c2)s1 | ? | 0% | . | .
Cc1ccc2cc3cc(C(=O)NCc4ccc5c(c4)OCO5)oc3nc2c1 | -30 | 0% | -5 | -8%
O=C1NCCCC1C(=O)N/N=C/c1ccccc1 (stereo not drawn) | -5 | 3% | 3 | 2%
Cc1sc2nc(SCC(=O)N(C)C)[nH]c(=O)c2c1C | 41 | 0% | 8 | -3%
CCCNC(=O)N1CCC(C(=O)c2ccc(Cl)cc2)CC1 | 81 | 6% | -3 | -3%
CC1(C)SC2[C@H](NC(=O)C(NC(=O)N3CCNC3=O)c3ccccc3)C(=O)N2C1C(=O)O (stereo partly drawn) | 18 | -2% | . | .
N#Cc1cccc(NC(=O)Cn2c3[n+](c4ccc(C(F)(F)F)cc42)CCCCC3)c1 | ? | 5% | . | .
Cc1ccc2cc(C(c3nnnn3Cc3ccccc3)N3CCN(c4ccccc4)CC3)c(=O)[nH]c2c1 (stereo not drawn) | -2 | -10% | -1 | 3%
COc1cccc(Cn2c(-c3cccs3)noc2=O)c1 | -22 | -4% | 4 | -2%
COc1cc(NS(=O)(=O)c2ccccc2)ccc1-n1nc(C)cc1C | -13 | -2% | ? | .
COc1ccc(NC(=O)CN2C(=O)CSC(C)C2=O)c(OC)c1 (stereo not drawn) | 2 | -2% | 2 | .
Cc1ccc(NC(=S)/N=C(\N)Nc2nc(C)c3cc(C)ccc3n2)c(C)c1 | -3 | -5% | -9 | .
CCn1c(SCC(=O)c2ccc(C)cc2)nnc1-c1ccncc1 | -2 | 3% | 5 | 0%
COc1ccc(C(=O)Nc2ccc(Cl)cc2C(=O)NCCO)cc1 | 6 | -7% | 8 | 3%
CC(=O)Nc1cccc(-c2nnc(SCC(=O)N3CCCCC3)n2C)c1 | 21 | 5% | 1 | .
COc1ccc(-c2noc(CCN3C(=O)c4ccccc4C3=O)n2)cc1OC | ? | 9% | -6 | 2%
Cc1ccc(S(=O)(=O)N2CCC(C(=O)N[C@@H](C)C(=O)NCC3CCCO3)CC2)cc1 (stereo partly drawn) | ? | 2% | -2 | 1%
CC(=O)Nc1ccc(OCC(=O)c2cc(C)ccc2C)cc1 | ? | -12% | 0 | 11%
COc1ccc(CNC(=O)C(C)OC(=O)C23CC4CC(CC(O)(C4)C2)C3)cc1 (stereo not drawn) | -11 | -7% | . | .
CCc1ccccc1N1CC23C=CC(O2)C(C(=O)OC)C3C1=O (stereo not drawn) | ? | 0% | -4 | 12%
CCCNC(=S)Nc1ccc(Cl)cc1Cl | -28 | -1% | . | .
O=C(c1ccc(Cl)c(S(=O)(=O)N2CCc3ccccc3C2)c1)N1CCN(c2ccccc2)CC1 | ? | 1% | . | .

# Given with values ahead of the structure: 6 of the compounds above.
PNC inhibitor | ALOX12 inhib | IMPase cell inh | ALOX15B inhib | SMILES
-12 | 1% | 0 | -14% | C=CCNC(=S)NNC(=O)c1ccc(OCC(C)C)cc1
28 | 4% | -2 | 8% | Cc1cc(-c2nnc3n2N=C(C(C)(C)C)CS3)n[nH]1
? | -4% | 1 | -3% | O=C(c1ccc(Br)s1)N1CCN(c2ncccn2)CC1
52 | -3% | . | . | COc1ccccc1/C=N/NC(=O)c1ccc(NC(=O)c2ccccc2Br)cc1
-2 | -1% | 11 | -4% | CC1=CCC2C(=O)N(c3ccc(C)c(Br)c3)C(=O)C2C1 (stereo not drawn)
-106* | 1% | -1 | -9% | CCOc1nnc(C)c2c(C)n(-c3cccc(OC)c3)nc12

# Continuation.
SMILES | PNC inhibitor | ALOX12 inhib | IMPase cell inh | ALOX15B inhib
CCC(=O)Nc1cccc(NC(=O)c2ccc3c(c2)OCCO3)c1 | 31 | 6% | -3[1.84 µM] | -17%[11.4 µM]
O=C(NCc1cccs1)c1cc2c(s1)CS(=O)(=O)C2 | 65 | 0% | 6 | 4%
COc1cc(CNC2CCCCCCC2)cc(Br)c1OCC#N | 43 | 1% | . | .
O=c1[nH]c(CN2CCN(C/C=C/c3ccccc3)CC2)nc2cc(Cl)ccc12 | ? | 2% | -3 | 53%[activator]
CC(C)(C)c1ccc(C2(C)NC(=O)N(CC(=O)Nc3ccc4c(c3)OCO4)C2=O)cc1 (stereo not drawn) | 33 | -3% | -6 | 0%
Cc1ccc(NC(=O)CSc2nnc(-c3ccc(S(=O)(=O)N4CCOCC4)cc3)n2C)cc1 | -6 | 1% | 0 | 10%
COc1ccc2nc(NC(=O)CSC3=NCCS3)sc2c1 | ? | -14% | -1 | 2%
COc1ccc(OC)c(NC(=O)C(=O)/C=C(\O)c2cc(OC)ccc2OC)c1 | ? | -12% | ? | -16%
Cc1ccc(C)c2[nH]c(=O)c(CCNC(=O)c3cccs3)cc12 | 36 | -1% | . | .
O=S(=O)(c1ccccc1)n1nc(-c2ccccc2)nc1NCc1ccco1 | ? | -8% | 7 | -1%
CCOc1ccc(/C=N/NC(=O)C(C)N(c2ccc(OC)cc2)S(C)(=O)=O)cc1 (stereo not drawn) | ? | -11% | 2 | 3%
O=c1c2ccccc2nc(-c2ccccc2)n1/N=C/c1ccc([N+](=O)[O-])cc1 | 19 | 1% | -7 | .
C[C@@H]1NCC[C@H](CC(=O)O)[C@H]1CC(=O)O | . | 3%[11.4 µM] | . | -5%[11.4 µM]
NC(=NCCC[C@H](N)C(=O)O)NO | . | -3% | 1 | 8%
CCn1c(NC(=O)c2ccccc2)c(-c2cccs2)c(=O)c2ccccc21 | 5 | 4% | -3 | -5%
COc1ccc(CNC(=O)OCCN2CCN(Cc3ccccc3)CCC2=O)cc1 | -23 | -3% | . | .
O=C(CSc1nnc(-c2ccc(O)cc2)n1Cc1ccccc1)NNC(=O)c1ccc(Br)cc1 | -20 | -3% | . | .
CC1CN(c2nc(-c3ccccc3)nnc2-c2ccccc2)CC(C)O1 (stereo not drawn) | -14 | -6% | ? | 4%
NC(=O)N1OCC2COc3ccc4ccccc4c3C21 (stereo not drawn) | -10 | 2% | 1 | 4%
COCCNC(=O)CS(=O)Cc1nc(-c2ccccc2C)oc1C (stereo not drawn) | -5 | 4% | 2 | 4%
Cn1c(=O)c2c(SCC(=O)NCC3CCCO3)nc(-c3cccs3)nc2n(C)c1=O (stereo not drawn) | -22 | 2% | -5 | 0%
COC(=O)c1ccc(CSc2ccc3nnc(-c4ccccn4)n3n2)o1 | 30 | -3% | 7 | -7%
O=C(CCN1CCCCC1)c1ccc2c(c1)OCCO2 | ? | -7% | 6 | -26%
Cc1c(Br)c([N+](=O)[O-])nn1C(C)C(=O)Nc1c(C)n(C)n(-c2ccccc2)c1=O (stereo not drawn) | 24 | 0% | 8 | -7%
Fc1ccc2[nH]c3c(N4CCSCC4)ncnc3c2c1 | ? | 7% | 9 | 10%[2.29 µM]
NNC(=O)COc1ncn(-c2ccccc2)n1 | -6 | -2% | 27 | 0%

# Profiles from above. Order of values: PNC inhibitor, ALOX12 inhib, IMPase cell inh, ALOX15B inhib
# CCC(=O)Nc1cccc(NC(=O)c2ccc3c(c2)OCCO3)c1 across the screens: 31, 6%, -3[1.84 µM], -17%[11.4 µM]
# NC(=NCCC[C@H](N)C(=O)O)NO across the screens: ., -3%, 1, 8%
# CC(NC(=O)NC12CC3CC(CC(C3)C1)C2)C1CCCO1 (stereo not drawn) across the screens: 326, 1%, -8, .
# Fc1ccc2[nH]c3c(N4CCSCC4)ncnc3c2c1 across the screens: ?, 7%, 9, 10%[2.29 µM]
